KCNQ1 pot – human KCNQ1 channel potentiation or activation | CHO-K1 KCNQ1, thallium flux FluxOR fluorescence; stronger effect = higher value | AID 2648 | B-score at 10 µM | P51787 | hit rate 0.35% among 310,000;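 active = fluorescence ratio B-score, a plate-corrected score, at least three library SD, with initial intensity B-score within 5 SD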
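Doses: Single concentration per compound, DMSO matched to controls | Test system: KCNQ1-transfected CHO-K1 cells | Timing: 90 min dye loading and 20 min compound exposure, both at room temperature | Measured by: Kinetic FluxOR thallium fluorescence, 10-s 1-Hz baseline, 110-s post-stimulus read | Medium: Assay buffer with matched DMSO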
KCNQ1 block – inhibitors of human KCNQ1 potassium channel. P51787. CHO-K1 KCNQ1, FluxOR thallium flux fluorescence; stronger effect = higher value. B-score at 10 µM. hit rate 1.3% among 310,000;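 active = compounds whose thallium flux B-score, printed positive for inhibition, exceeds three library SD while starting fluorescence stays within three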;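 note: channel opened by potassium depolarization with thallium stimulus after 20 min compound exposure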
TRPC4 potent – allosteric potentiators of mouse TRPC4 channel. HEK293 TRPC4beta/mu-opioid, DAMGO EC20, Fluo-4 Ca2+ flux; stronger effect = higher value. B-score at 10 µM. hit rate 0.42% among 310,000;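 active = B-score of calcium response area above 5 SD of library B-scores, with initial fluorescence ratio within 5 SD of library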;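 note: B-score of integrated fluorescence ratio over time as area under calcium response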
PolyA inh – blocks polyadenylation in yeast reporter cells. S. cerevisiae SKY197-pL101 polyadenylation reporter, beta-gal luminescence; efflux-impaired pdr1/pdr3 knockout yeast; score 100 = 6 SD above DMSO. calls only at 12 µM. hit rate 0.02% among 300,000. AID 1875;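 active = lowest replicate activity score at least 50, where 100 means six control SD above control mean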;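 note: yeast exposed to compound for 9 h at 30 °C; higher score means more reporter readthrough which indicates perturbed polyadenylation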
Dyrk1A ADPGlo – Dyrk1A (rat) kinase inhibition | Q63470 | ADP-Glo luminescence, NFATc1 peptide | inhibition, % at 12.5 µM | hit rate 0.43% among 310,000 | AID 504441; in the data active = inhibition above about 50%;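 note: plate controls were vehicle with enzyme for no effect and no enzyme for full effect; many of its hits are not listed in these tables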
TRPC4 inh – TRPC4 (mouse) channel inhibition. hit rate 0.39% among 300,000. B-score at 10 µM. HEK293 TRPC4beta/mu-opioid, DAMGO-evoked Fluo4 calcium flux; stronger effect = lower value. AID 2247;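 active = B-score over 3 SD under the library average, no early fluorescence shift, positive overall ratio signal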
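Signal: kinetic Fluo4 fluorescence imaging of calcium influx. Material: stable TRPC4beta/mu-opioid receptor HEK293 cells. Probe or stimulus: DAMGO in two steps, submaximal then maximal.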
TRPC4 agonist – opens the mouse TRPC4 cation channel; HEK293 TRPC4beta/mu-opioid, Fluo4 calcium fluorescence; stronger effect = higher value; Q9QUQ5; B-score at 10 µM; hit rate 0.49% among 310,000;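 active = B-score above 5 SD of library B-scores, and initial fluorescence ratio not above library mean plus 5 SD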;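 note: positive B-score marks a calcium rise read as TRPC4 activation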
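System: HEK293 cells stably co-expressing mouse TRPC4beta and mu-opioid receptor; Schedule: Fluo4 dye loading 45 min at room temperature, 110 s recording; Detection: Fluo4 fluorescence, kinetic; Evaluation: B-scored integrated calcium fluorescence ratio; Controls: buffer (low) and maximal DAMGO (high).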
KCNK9 inh – inhibitors of human KCNK9 two-pore domain potassium channel; B-score at 10 µM; hit rate 1.2% among 310,000; HEK293 KCNK9, FluxOR thallium flux fluorescence; stronger effect = lower value; AID 488922;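 active = ratio B-score over 3 SD below the library mean, with starting fluorescence within 5 SD of its mean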;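 note: negative B-score means less thallium flux so channel inhibition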
hERG protect – shields human hERG channel from block by proarrhythmic agents | activation (rescue from dofetilide block), less the hit threshold, % at 10 µM | hit rate 0.51% among 310,000 | CHO-hERG, FluxOR thallium flux, dofetilide IC70 present | Q12809;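 active = activation above the mean of controls blocked by dofetilide plus 5 SD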;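 note: thallium influx through hERG after potassium depolarization seen as dye fluorescence rise; in these data hits start at about 4.7%; inactives centre near -7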
Target sequence (Q12809 whole entry, looked up): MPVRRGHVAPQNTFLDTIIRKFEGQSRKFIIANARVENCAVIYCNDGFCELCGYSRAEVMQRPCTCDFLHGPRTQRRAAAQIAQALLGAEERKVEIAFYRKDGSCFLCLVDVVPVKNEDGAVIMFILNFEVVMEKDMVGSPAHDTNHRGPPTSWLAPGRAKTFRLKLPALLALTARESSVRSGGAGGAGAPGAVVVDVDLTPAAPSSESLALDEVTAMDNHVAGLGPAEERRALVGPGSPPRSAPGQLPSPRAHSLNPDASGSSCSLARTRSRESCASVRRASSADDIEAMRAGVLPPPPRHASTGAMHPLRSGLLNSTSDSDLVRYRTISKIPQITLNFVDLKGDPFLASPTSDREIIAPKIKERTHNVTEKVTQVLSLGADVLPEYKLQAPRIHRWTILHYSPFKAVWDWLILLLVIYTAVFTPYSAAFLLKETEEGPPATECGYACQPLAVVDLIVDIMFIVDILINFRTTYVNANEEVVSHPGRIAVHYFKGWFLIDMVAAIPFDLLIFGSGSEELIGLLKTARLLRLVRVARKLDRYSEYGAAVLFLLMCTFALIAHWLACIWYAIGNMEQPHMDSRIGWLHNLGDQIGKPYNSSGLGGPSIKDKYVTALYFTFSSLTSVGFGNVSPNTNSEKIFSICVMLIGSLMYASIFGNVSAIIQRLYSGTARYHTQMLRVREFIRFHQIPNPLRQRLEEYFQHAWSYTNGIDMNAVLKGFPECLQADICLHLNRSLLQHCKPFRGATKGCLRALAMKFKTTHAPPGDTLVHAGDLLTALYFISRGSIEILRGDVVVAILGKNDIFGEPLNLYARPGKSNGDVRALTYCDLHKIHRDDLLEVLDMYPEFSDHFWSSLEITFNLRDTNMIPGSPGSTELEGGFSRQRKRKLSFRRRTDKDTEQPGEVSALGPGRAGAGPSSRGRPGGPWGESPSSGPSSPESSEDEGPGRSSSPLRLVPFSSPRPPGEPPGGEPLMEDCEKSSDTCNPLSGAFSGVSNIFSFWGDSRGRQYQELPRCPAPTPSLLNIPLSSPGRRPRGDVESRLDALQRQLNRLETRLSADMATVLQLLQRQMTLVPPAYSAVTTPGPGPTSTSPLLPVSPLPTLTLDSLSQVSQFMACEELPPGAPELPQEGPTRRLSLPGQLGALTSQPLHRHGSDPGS
Platelet DG rel – platelet dense granule release activity; human platelet-rich plasma, SFLLRN dense granule ATP release, luminescence; inhibition, %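 (compounds screened at 7.5 µM in platelet-rich plasma)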; hit rate 0.22% among 300,000; AID 1663;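 active = mean replicate score, as percent of positive control, at or above 50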
KCNK3 block – human KCNK3 channel inhibition, primary screen; CHO-KCNK3 thallium flux, FluxOR fluorescence; stronger effect = lower value; B-score at 10 µM; hit rate 0.84% among 340,000; AID 602410;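 active = B-score under library mean minus 4 SD, starting fluorescence ratio at most library mean plus 5 SD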;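 note: more negative B-score means stronger inhibition of thallium flux through KCNK3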
* marks the source's active call; other numbers are inactive results. Some of the compounds tested; count on the stated rates, not on these rows.

For CCOC(=S)SCC(=O)N1CCc2ccccc2C1C1C(=O)CC(C)(C)CC1=O (stereo not given) the results were KCNQ1 pot inactive, KCNQ1 block inactive, TRPC4 potent inactive, PolyA inh inactive, Dyrk1A ADPGlo -1, TRPC4 inh inactive, TRPC4 agonist inactive, KCNK9 inh inactive, hERG protect -10, Platelet DG rel 0 and KCNK3 block inactive.
Screening O=C(NCC(=O)N(Cc1cccs1)C(C(=O)NC1CCCC1)c1cccnc1)c1ccco1 (stereo not given) returned KCNQ1 pot inactive, KCNQ1 block inactive, TRPC4 potent inactive, PolyA inh inactive, Dyrk1A ADPGlo -3, TRPC4 inh inactive, TRPC4 agonist inactive, KCNK9 inh inactive, hERG protect -6, Platelet DG rel -1 and KCNK3 block inactive.
Screening CN1C(C(=O)NCCc2cccs2)CC2Cn3c(nc4cc(Cl)c(Cl)cc43)C21 (stereo not given) returned KCNQ1 pot inactive, KCNQ1 block inactive, TRPC4 potent inactive, PolyA inh inactive, Dyrk1A ADPGlo 0, TRPC4 inh inactive, TRPC4 agonist inactive, KCNK9 inh inactive, hERG protect -4, Platelet DG rel -2 and KCNK3 block inactive.
Screening COc1ccc(/C=N/NC(=O)c2cccc(COCC(F)(F)C(F)F)c2)cc1 returned KCNQ1 pot inactive, KCNQ1 block inactive, TRPC4 potent inactive, PolyA inh inactive, Dyrk1A ADPGlo -4, TRPC4 inh inactive, TRPC4 agonist inactive, KCNK9 inh inactive, hERG protect -5, Platelet DG rel -7 and KCNK3 block inactive.
`CCCOc1ccccc1NC(=O)CC1Nc2ccccc2NC1=O` (stereo not given) gave KCNQ1 pot inactive, KCNQ1 block inactive, TRPC4 potent inactive, Dyrk1A ADPGlo 1, TRPC4 inh inactive, TRPC4 agonist inactive, KCNK9 inh inactive, hERG protect -10, Platelet DG rel 6 and KCNK3 block inactive.
COc1ccc(CCn2cnc(=O)c(C#N)c2C)cc1OC was read as KCNQ1 pot inactive, KCNQ1 block inactive, TRPC4 potent inactive, PolyA inh inactive, Dyrk1A ADPGlo 5, TRPC4 inh inactive, TRPC4 agonist inactive, KCNK9 inh inactive, hERG protect -5, Platelet DG rel -1 and KCNK3 block inactive.
Screening O=C(CSC1=NCCN1)Nc1cccc(C(F)(F)F)c1 returned KCNQ1 pot inactive, KCNQ1 block inactive, TRPC4 potent inactive, PolyA inh inactive, TRPC4 inh inactive, TRPC4 agonist inactive, KCNK9 inh -9.9*, hERG protect -18, Platelet DG rel 7 and KCNK3 block inactive.
Screening CCCN(CC(=O)Nc1ccccc1C)C(=O)C1CC(=O)N(Cc2ccccc2)C1 (stereo not given) returned KCNQ1 pot inactive, KCNQ1 block inactive, TRPC4 potent inactive, PolyA inh inactive, Dyrk1A ADPGlo -5, TRPC4 inh inactive, TRPC4 agonist inactive, KCNK9 inh inactive, hERG protect -9, Platelet DG rel -22 and KCNK3 block inactive.
Screening COc1ccc(Cc2n[nH]c(=S)n2N)cc1OC returned KCNQ1 pot inactive, KCNQ1 block inactive, TRPC4 potent inactive, PolyA inh inactive, TRPC4 inh inactive, TRPC4 agonist inactive, KCNK9 inh inactive, hERG protect -8, Platelet DG rel 4 and KCNK3 block inactive.
`O=C(NCCc1ccccc1)c1cnc2ccccn2c1=O` gave KCNQ1 pot inactive, KCNQ1 block inactive, TRPC4 potent inactive, PolyA inh inactive, Dyrk1A ADPGlo 2, TRPC4 inh inactive, TRPC4 agonist inactive, KCNK9 inh inactive, hERG protect 3, Platelet DG rel 4 and KCNK3 block inactive.
Screening COc1ccc(OC)c(NC(=O)c2ccc(CN3CCc4ccccc4C3)cc2)c1 returned KCNQ1 pot inactive, KCNQ1 block inactive, TRPC4 potent inactive, PolyA inh inactive, Dyrk1A ADPGlo 1, TRPC4 inh inactive, TRPC4 agonist inactive, KCNK9 inh inactive, hERG protect -6, Platelet DG rel 6 and KCNK3 block inactive.
Screening Cc1cc(NC(=O)CCCC(=O)N(CC(=O)NCCc2ccccc2)Cc2ccc(F)cc2)no1 returned KCNQ1 pot inactive, KCNQ1 block inactive, TRPC4 potent inactive, PolyA inh inactive, Dyrk1A ADPGlo -4, TRPC4 inh inactive, TRPC4 agonist inactive, KCNK9 inh inactive, hERG protect -11, Platelet DG rel 5 and KCNK3 block inactive.
Cn1c(O)c(/C=C2\C=Nc3ccccc32)sc1=Nc1ccc(C(=O)O)cc1 was read as KCNQ1 pot inactive, KCNQ1 block inactive, TRPC4 potent inactive, PolyA inh inactive, Dyrk1A ADPGlo -6, TRPC4 inh inactive, TRPC4 agonist inactive, KCNK9 inh inactive, hERG protect -13, Platelet DG rel 22 and KCNK3 block inactive.
Screening NC(=O)N/N=C/c1c(Sc2nnnn2-c2ccccc2)nc2ccccn2c1=O returned KCNQ1 pot inactive, KCNQ1 block inactive, TRPC4 potent inactive, PolyA inh inactive, Dyrk1A ADPGlo -3, TRPC4 inh inactive, TRPC4 agonist inactive, KCNK9 inh inactive, hERG protect -6, Platelet DG rel 0 and KCNK3 block inactive.
O=S(=O)(Nc1ccccn1)c1ccc(C(F)(F)F)cc1Cl was read as KCNQ1 pot inactive, KCNQ1 block inactive, TRPC4 potent inactive, PolyA inh inactive, Dyrk1A ADPGlo -1, TRPC4 inh inactive, TRPC4 agonist inactive, KCNK9 inh inactive, hERG protect -9, Platelet DG rel -4 and KCNK3 block inactive.
`CNC(=O)C(=O)N/N=C/c1cccnc1` gave KCNQ1 pot inactive, KCNQ1 block inactive, TRPC4 potent inactive, PolyA inh inactive, TRPC4 inh inactive, TRPC4 agonist inactive, KCNK9 inh inactive, hERG protect -3, Platelet DG rel 3 and KCNK3 block inactive.
For Cc1ccc(-n2nc3c(=O)n(CC(=O)NCCc4ccccc4C)nc(C)c3c2C)cc1 the results were KCNQ1 pot inactive, KCNQ1 block inactive, TRPC4 potent inactive, PolyA inh inactive, Dyrk1A ADPGlo -4, TRPC4 inh inactive, TRPC4 agonist inactive, KCNK9 inh inactive, hERG protect -8, Platelet DG rel -13 and KCNK3 block inactive.
O=C(Nc1ccc(S(=O)(=O)N2CCOCC2)cc1)c1ccc(Br)o1 was read as KCNQ1 pot inactive, KCNQ1 block inactive, TRPC4 potent inactive, PolyA inh inactive, Dyrk1A ADPGlo 5, TRPC4 inh inactive, TRPC4 agonist inactive, KCNK9 inh inactive, hERG protect -5, Platelet DG rel 4 and KCNK3 block inactive.
For COc1ccc(C(CNC(=O)C(CC(C)C)NS(=O)(=O)c2ccc(C)cc2)N2CCOCC2)cc1 (stereo not given) the results were KCNQ1 pot inactive, KCNQ1 block inactive, TRPC4 potent inactive, Dyrk1A ADPGlo 3, TRPC4 inh inactive, TRPC4 agonist inactive, KCNK9 inh inactive, hERG protect -11, Platelet DG rel -5 and KCNK3 block inactive.
`CCCc1nnc(NC(=O)CNc2ccc(F)cc2)s1` gave KCNQ1 pot inactive, KCNQ1 block inactive, TRPC4 potent inactive, PolyA inh inactive, Dyrk1A ADPGlo 1, TRPC4 inh inactive, TRPC4 agonist inactive, KCNK9 inh inactive, hERG protect -5, Platelet DG rel 0 and KCNK3 block inactive.

Of the compounds above, two contain a CF3 group:
Screening O=C(CSC1=NCCN1)Nc1cccc(C(F)(F)F)c1 returned KCNQ1 pot inactive, KCNQ1 block inactive, TRPC4 potent inactive, PolyA inh inactive, TRPC4 inh inactive, TRPC4 agonist inactive, KCNK9 inh -9.9*, hERG protect -18, Platelet DG rel 7 and KCNK3 block inactive.
O=S(=O)(Nc1ccccn1)c1ccc(C(F)(F)F)cc1Cl was read as KCNQ1 pot inactive, KCNQ1 block inactive, TRPC4 potent inactive, PolyA inh inactive, Dyrk1A ADPGlo -1, TRPC4 inh inactive, TRPC4 agonist inactive, KCNK9 inh inactive, hERG protect -9, Platelet DG rel -4 and KCNK3 block inactive.

The results go on.
COc1ccc(-c2cc(C(=O)NN)[nH]n2)cc1OC was read as KCNQ1 pot inactive, KCNQ1 block inactive, TRPC4 potent inactive, PolyA inh inactive, Dyrk1A ADPGlo -1, TRPC4 inh inactive, TRPC4 agonist inactive, KCNK9 inh inactive, hERG protect -1, Platelet DG rel 11 and KCNK3 block inactive.
Screening O=C(C1CCCO1)N1CCN(Cc2c(O)ccc3ccccc23)CC1 (stereo not given) returned KCNQ1 pot inactive, KCNQ1 block inactive, TRPC4 potent inactive, PolyA inh inactive, Dyrk1A ADPGlo 0, TRPC4 inh inactive, TRPC4 agonist inactive, KCNK9 inh inactive, hERG protect -6, Platelet DG rel -3 and KCNK3 block inactive.
`CCOc1ccc(N(CC(=O)NC2CCCCC2)S(=O)(=O)c2c(C)noc2C)cc1` gave KCNQ1 pot inactive, KCNQ1 block inactive, TRPC4 potent inactive, PolyA inh inactive, Dyrk1A ADPGlo 3, TRPC4 inh inactive, TRPC4 agonist inactive, KCNK9 inh inactive, hERG protect -2, Platelet DG rel 15 and KCNK3 block inactive.
Screening COc1cccc(-c2ccc(NC(=O)C3CCCN(Cc4nccn4C)C3)cc2)c1 (stereo not given) returned KCNQ1 pot inactive, KCNQ1 block inactive, TRPC4 potent inactive, PolyA inh inactive, Dyrk1A ADPGlo 1, TRPC4 inh inactive, TRPC4 agonist inactive, KCNK9 inh inactive, hERG protect -14, Platelet DG rel -5 and KCNK3 block inactive.
For CN(Cc1nccn1C)C(=O)c1ccc(OC2CCN(CCc3ccccc3)CC2)cc1 the results were KCNQ1 pot inactive, KCNQ1 block inactive, TRPC4 potent inactive, PolyA inh inactive, Dyrk1A ADPGlo -3, TRPC4 inh inactive, TRPC4 agonist inactive, KCNK9 inh inactive, hERG protect -4, Platelet DG rel 9 and KCNK3 block inactive.
For COc1cccc(C(=O)N2CCN(S(=O)(=O)Cc3ccccc3)CC2)c1OC the results were KCNQ1 pot inactive, KCNQ1 block inactive, TRPC4 potent inactive, PolyA inh inactive, Dyrk1A ADPGlo -3, TRPC4 inh inactive, TRPC4 agonist inactive, KCNK9 inh inactive, hERG protect -5, Platelet DG rel 8 and KCNK3 block inactive.
Screening O=S(=O)(NC1CC1)c1ccc(S(=O)(=O)N(Cc2ccccn2)C2CCCC2)cc1 returned KCNQ1 pot inactive, KCNQ1 block inactive, TRPC4 potent inactive, PolyA inh inactive, Dyrk1A ADPGlo -5, TRPC4 inh inactive, TRPC4 agonist inactive, KCNK9 inh inactive, hERG protect -13, Platelet DG rel 7 and KCNK3 block inactive.

Source: PubChem BioAssay
